# WRN helicase inh = WRN helicase (human) inhibition; 360,000 compounds, 0.46% hits; Q14191; Potency, µM (highest dose often 114 µM), without a hit: top-dose activity change, negative = inhibition, hits mostly inhibitors; WRN helicase unwinding, fluorescent forked duplex, kinetic; note: potency is the fitted concentration of half-maximal effect; % is set by controls: 0 for no effect and ±100 for the full control effect; nearly all actives have a fitted effect of over 55% in size
#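 Fluorescence dequenching readout, ex 525 nm/em 598 nm, kinetic mode: forked duplex DNA (100 nM final) with adjacent fluorophore and quencher unwound by WRN (20 nM final) with 2 mM ATP. Compound preincubation 15 min, room temperature.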
# EPAC1 antag = EPAC1 (human) antagonism. O95398. EPAC1 GEF assay, Rap1b-BODIPY-GDP exchange fluorescence. Potency, µM (titrated, usually from 115 µM), for inactives: at the top dose activity change, negative = inhibition, usual class: inhibitors. 360,000 compounds, 0.14% hits. AID 720709;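 note: potency is the fitted concentration of half-maximal effect; plate controls were vehicle for no effect and positive control for full effect; nearly all actives have a fitted effect of over 50% in size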
# PI5P4Ka inh = PI5P4K alpha (human) kinase inhibition. P48426. PI5P4Kalpha enzyme, ADP-Glo luminescence, 60 min; hits give low values. max response, %. 330,000 compounds, 1.2% hits. AID 652105; active = max response of -50% or lower; inconclusive = between -30% and -50%; inactive = -30% or higher; note: value at the top dose of about 77 µM; % is set by controls: 0 for no effect and ±100 for the full control effect
# Target sequence (P48426 whole entry, looked up): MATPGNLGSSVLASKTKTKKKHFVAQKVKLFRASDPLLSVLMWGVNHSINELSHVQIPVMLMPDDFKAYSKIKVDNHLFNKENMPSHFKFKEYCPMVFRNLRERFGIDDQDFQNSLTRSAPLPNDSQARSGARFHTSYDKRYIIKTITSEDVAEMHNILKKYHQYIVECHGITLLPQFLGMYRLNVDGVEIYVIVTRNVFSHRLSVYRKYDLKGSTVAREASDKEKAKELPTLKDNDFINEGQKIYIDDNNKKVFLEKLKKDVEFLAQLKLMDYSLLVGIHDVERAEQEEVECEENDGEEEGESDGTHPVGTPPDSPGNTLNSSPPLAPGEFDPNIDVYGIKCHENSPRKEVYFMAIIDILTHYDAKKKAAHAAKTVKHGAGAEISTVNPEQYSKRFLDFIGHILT
#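 Luminescence from ADP-Glo served as readout of PI5P4Kalpha activity in a qHTS format. Reaction: enzyme, substrate, compound, ATP at 5 microM final, 60 min at RT.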
# FUS suppressor = FUS proteinopathy suppression in yeast; Potency, µM (series often up to 76.6 µM), inactives show at the top dose growth rescue (activation), actives largely listed as activators; 390,000 compounds, 0.24% hits; S. cerevisiae FUS-expressing, growth rescue, OD600, 24 h;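 note: potency is the fitted concentration of half-maximal effect; plate controls were DMSO vehicle for no effect and reference control for full effect; nearly all actives have a fitted effect of over 55% in size; some results filed as inactive show a strong effect at the top dose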
#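 Toxicity suppression screen in FUS-yeast. Cells induced with 2% galactose, starting OD 0.005, treated 24hr at 30C with compounds at multiple final concentrations; growth by OD600.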
# Abeta rescue = restores growth of yeast expressing A-beta42 peptide | yeast expressing A-beta42, growth rescue, OD600, 48 h; response scale: 0% DMSO, 100% iron-clioquinol control | Potency, µM (highest dose often 46.1 µM), without a hit: at the highest dose growth rescue, hits mostly activators | 410,000 compounds, 0.063% hits | AID 1347071; note: potency is the fitted concentration of half-maximal effect; nearly all actives have a fitted effect of over 55% in size
#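 Yeast growth medium received pinned compounds, then yeast cells expressing toxic A-beta were added; plates incubated at 30 C for 48 hr. Growth read as absorbance at 600 nm, normalized to DMSO and equimolar FeCl3 plus clioquinol controls.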
# PLK1 PBD inh = inhibitors of human PLK1 polo-box domain binding; P53350; Plk1 PBD binding of FITC phosphopeptide, fluorescence polarization; Potency, µM, for the others: max response, negative = inhibition, most hits filed as inhibitors; 360,000 compounds, 2.8% hits; AID 720504; note: potency is the fitted concentration of half-maximal effect; series mostly up to about 57 µM; % is set by controls: 0 for no effect and ±100 for the full control effect; nearly all actives have a fitted effect of over 65% in size
# Target sequence (P53350 whole entry, looked up, the tested form may be a part): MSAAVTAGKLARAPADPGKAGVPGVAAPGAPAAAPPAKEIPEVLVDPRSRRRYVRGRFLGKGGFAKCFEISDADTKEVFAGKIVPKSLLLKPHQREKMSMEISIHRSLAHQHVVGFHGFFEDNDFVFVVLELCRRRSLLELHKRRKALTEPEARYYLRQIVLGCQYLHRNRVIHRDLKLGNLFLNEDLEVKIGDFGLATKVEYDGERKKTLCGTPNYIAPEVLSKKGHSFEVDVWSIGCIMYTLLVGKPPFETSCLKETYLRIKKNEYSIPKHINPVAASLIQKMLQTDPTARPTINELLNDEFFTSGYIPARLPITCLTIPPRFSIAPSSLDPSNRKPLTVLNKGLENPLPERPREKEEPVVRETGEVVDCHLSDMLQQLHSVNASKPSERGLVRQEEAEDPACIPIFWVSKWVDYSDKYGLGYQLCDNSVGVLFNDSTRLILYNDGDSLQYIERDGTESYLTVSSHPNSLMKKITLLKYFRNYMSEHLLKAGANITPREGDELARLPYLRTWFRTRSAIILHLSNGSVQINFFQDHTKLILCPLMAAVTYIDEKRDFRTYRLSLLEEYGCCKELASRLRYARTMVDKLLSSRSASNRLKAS
# IL2 activator = IL-2 activation. AID 652025. 360,000 compounds, 0.065% hits. IL-2 activation reporter assay, cell-based qHTS; stimulated with anti-CD3/CD4/CD28 beads; in transgenic mouse T cells. activation, % (series mostly up to about 46 µM); in the data active = activation above about 50%; inconclusive = mostly about 30% to 49%; note: 0% is about no effect
#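 Unstimulated transgenic mouse T cells; 60-min compound exposure; bead-based TCR/CD4/CD28 stimulation; 18 h culture, 37 degrees C; dual fluorescence (EGFP, DsRed) plate cytometry.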
# EPAC1 ag = EPAC1 (human) agonism; 360,000 compounds, 0.073% hits; EPAC1 agonist qHTS, biochemical assay; response scale: 100% = response to 6.5 mM cAMP; AID 720707; Potency, µM (series often up to 154 µM), for inactives: at the highest dose activation, hits mostly activators; note: potency is the fitted concentration of half-maximal effect; nearly all actives have a fitted effect of over 60% in size
#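 Compounds were pinned as a concentration titration into mixtures of EPAC1 (100 nM), BODIPY-GDP-loaded Rap1B (250 nM) and GDP (50 uM). After 5 min at room temperature, fluorescence was followed for 30 min; activity was scaled to 6.5 mM cAMP.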
# aSyn yeast inh = alpha-synuclein toxicity inhibition in yeast; Potency, µM (series often up to 46.1 µM), without a hit: at the highest dose growth rescue (activation), usual class: activators; Yeast expressing alpha-synuclein, growth rescue, BacTiter-Glo, 24 h; 370,000 compounds, 0.14% hits; AID 652106; note: potency is the fitted concentration of half-maximal effect; % of control where 0% means no effect; nearly all actives have a fitted effect of over 65% in size
#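 Screening used galactose-induced yeast with toxic alpha-synuclein levels, exposed to compound for 24 hr at 30 deg C. Cell growth, read with BacTiter-Glo luminescence, gave the measured signal.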
# Active calls of the source: *; ? = inconclusive; . = no result given; & = joins results of further samples; [ ] = another dose, or the depositor's remark. Unless noted, calls come from the whole dose curve; as a rule, active = well fitted curve in the direction sought with a large enough effect; inconclusive = small, poorly fitted or top-dose-only effect, or another doubt; inactive = no such curve, though single readings can be large; an effect the other way counts as inactive or inconclusive.
SMILES,WRN helicase inh,EPAC1 antag,PI5P4Ka inh,FUS suppressor,Abeta rescue,PLK1 PBD inh,IL2 activator,EPAC1 ag,aSyn yeast inh
O=C(CCCc1ccccc1)Nc1ccccc1C(F)(F)F,11%,-5%,3,7%,5%,-14%,-2.0,-6%,0%
COc1ccc(NC(=O)C2Cc3c(-c4ccc(Cl)cc4)ccnc3O2)cc1 (stereo not given),-7%,8%,-2,?,5%,2%,0.2,-2%,?
Cc1cc(C)n2c(NCc3ccccc3)c(-c3cc4ccccc4o3)nc2n1,-4%,0%,-6,?,-24%,6%,-0.5,-8%,2%
Cc1ccnc(NC(=O)Nc2ccc3c(c2)OCO3)c1,2%,3%,0,-4%,-16%,-1%,-0.3,-4%,-6%
CSc1ccc(-c2ccco2)nn1,-3%,0%,-14,-7%,11%,-9%,-0.2,-3%,-4%
CCC(C)NC(=O)Cn1c(=O)n(-c2ccccc2)c(=O)c2ccc(C(=O)NCc3ccco3)cc21 (stereo not given),4%,0%,0,?,-6%,?,2.4,-8%,-1%
COc1ccc(C(C)=O)cc1COC(=O)c1cnc(C)cn1,8%,2%,0,42%,7%,-8%,6.6,-6%,0%
c1ccc(-c2ccc3ccccc3n2)cc1,1%,6%,0,-34%,4%,-15%,0.6,2%,0%
Cc1ccc(S(=O)(=O)N(C)C)cc1NC(=O)CSc1ncn[nH]1,1%,-6%,11,-3%,8%,-5%,-2.2,11%,2%
CC1CCN(C(=O)c2ccc3c(c2NCCO)C(=O)c2ccccc2C3=O)CC1,-18%,-1%,2,16%,-27%,-2%,0.2,-8%,-5%
O=C(O)CCCC(=O)Nc1ccc(C(=O)N2CCCCC2)c(Cl)c1,1%,-14%,1,4%,18%,-3%,-2.2,22%,-6%
CCc1nc2ccc(C(=O)NCCOc3ccc(OC)cc3)cn2c1N(CC)CCOC,-6%[57.1 µM],-10%,-1,-11%,-3%,-5%,-0.5,3%,2%
C=CCSC1=NNC(c2ccc(C(C)(C)C)cc2)=NN1,0%,-20%,-9,13%,2%,-12%,-4.4,-2%,1%
CCn1c(CNS(=O)(=O)c2ccc(Cl)cc2)n[nH]c1=S,-24%[57.1 µM],-13%,-17,-2%,-15%,-15%,-4.4,14%,-4%
COc1ccccc1C(=O)Oc1ccc2ccc(=O)oc2c1,-7%,0%,2,19%,-53%[inhibitor],-5%,-0.1,5%,-9%
CCN(CC(=O)NCc1ccc(F)cc1)C(=O)/C=C/c1cccs1,0%,-9%,-18,1%,-18%,27µM*,0.0,0%,-1%
CN1CCN(C(=S)c2ccc(N(C)C)cc2)CC1,5%,2%,.,17%,25%,10µM*,-2.2,4%,-5%
Cc1[nH]c2ccccc2c1C(=O)CCl,-12%,-14%,3,-28%,0%,?,-5.3,-18%,2%
COc1ccc(-c2csc(NC(=O)CCn3cnc4ccccc4c3=O)n2)cc1OC,-21%,2%,.,13%,12%,-14%,-1.7,6%,6%
CCOC(=O)N1CCN(c2c(NCCCOC(C)C)c(=O)c2=O)CC1,4%,-13%,-10,-11%,-14%,?,-1.1,4%,-2%
CCCCCCC(=O)N(O)C1CC(=O)N(c2ccc(F)cc2)C1=O (stereo not given),28µM*,10%,-25,10%,-94%[inhibitor],27µM*,-0.6,-4%,-71%[inhibitor]
CCN1CCN(Cc2ccc(NC(=O)c3cc(NC(=O)c4ccc5n[nH]nc5c4)cc(OC)c3)cc2C(F)(F)F)CC1,10%,-10%,-2,-6%,3%,3%,0.3,-18%,-6%
CCCCNC(=O)c1ccc2c(c1)N(CC)C(=O)c1ccccc1S2(=O)=O,-1%,-30%,0,-2%,4%,-1%,0.3,-1%,-9%
CN(C)CC(C(=O)c1ccccc1)c1ccccc1 (stereo not given),?,-26%,5,.,7%,-11%,-5.8,-2%,-1%
COc1ccc(C2=CC(=O)CC(c3ccc(F)cc3)C2)cc1 (stereo not given),5%,-5%,-6,24%,11%,1%,-0.5,-3%,9%
O=C(O)c1ccc(S(=O)(=O)c2ccccc2)s1,15%,10%,-4,-30%,18%,-6%,-0.1,2%,-2%
COc1ccc(Oc2ccc(N/C=C3/CCCC3=O)cc2)cc1,2%,1%,-1,6%,-6%,-1%,0.6,-2%,8%
CC(=O)NCCn1c(SCC(=O)Nc2ccc(C)cc2)nc2ccccc2c1=O,3%,8%,-5,-14%&-21%,4%&-7%,-4%,-1.4,1%,1%
COc1cccc(-c2nc(CS(=O)(=O)CC(=O)Nc3ccccc3Br)c(C)o2)c1,-2%,-3%,2,-15%,1%,-12%,-2.6,-2%,-2%
CC(C)(C)C1(O)CC(C(F)(F)F)=NN1C(=O)CCCc1ccccc1 (stereo not given),-10%,2%,2,6%,7%,2%,-0.3,-1%,0%
COc1cc2c3c(c1)c(C1=NC(=S)NC1=O)c(O)n3C(C)(C)C=C2C,4%,-13%,.,10%,-17%,-6%,-2.6,21%,0%
O=C(CN1CCN(c2ccccc2O)CC1)Nc1ccccc1C(=O)NCCc1ccccc1,-5%,-7%,5,21%,15%,-3%,1.2,13%,-13%
N#Cc1cccc(NC(=O)CN2C(=O)NC3(CCCCCC3)C2=O)c1,-3%,0%,4,.,11%,3%,-1.9,1%,7%
COC(=O)c1ccccc1NC1=C/C(=N\S(=O)(=O)c2ccc(C(=O)O)cc2)c2ccccc2C1=O,?,40µM*,?,?,-60%[inhibitor],?,-0.2,6%,-10%
COc1ccc(OC)c(NC(=O)CSc2nc3ccccc3c(=O)n2CCNC(C)=O)c1,5%,10%,-4,-4%,12%,-6%,-0.1,0%,.
COc1ccc(-c2noc(CCC(=O)N3CCN(c4ccc(Br)cc4)CC3)n2)cc1,0%,-3%,2,-24%,4%,-6%,-0.2,9%,-7%

# A second format for 3 compounds above:
# Order of results – WRN helicase inh	EPAC1 antag	PI5P4Ka inh	FUS suppressor	Abeta rescue	PLK1 PBD inh	IL2 activator	EPAC1 ag	aSyn yeast inh
N#Cc1cccc(NC(=O)CN2C(=O)NC3(CCCCCC3)C2=O)c1
    -3%	0%	4	.	11%	3%	-1.9	1%	7%
COC(=O)c1ccccc1NC1=C/C(=N\S(=O)(=O)c2ccc(C(=O)O)cc2)c2ccccc2C1=O
    ?	40µM*	?	?	-60%[inhibitor]	?	-0.2	6%	-10%
COc1ccc(OC)c(NC(=O)CSc2nc3ccccc3c(=O)n2CCNC(C)=O)c1
    5%	10%	-4	-4%	12%	-6%	-0.1	0%	.

# Further structures:
SMILES,WRN helicase inh,EPAC1 antag,PI5P4Ka inh,FUS suppressor,Abeta rescue,PLK1 PBD inh,IL2 activator,EPAC1 ag,aSyn yeast inh
NC(=O)c1nnn(-c2ccc([N+](=O)[O-])cc2)c1-c1ccccc1,-5%,1%,0,13%,10%,-8%,0.5,6%,-2%
COc1ccc(-c2n[nH]c(C)c2-c2ccc(Cl)cc2)c(O)c1,-10%,-18%,2,27%,-94%[inhibitor],2%,-0.7,15%,-21%
CCOc1ccc(C(=O)NCC(=O)NCC(c2ccc(OC)cc2)N2CCOCC2)cc1OCC (stereo not given),8%,12%,0,-1%,3%,-6%,-0.3,0%,0%
CCCOc1c(Cl)cc(/C=N/O)cc1OCC,-10%,-28%,15,-18%,-11%,-6%,-0.9,1%,-5%
CCCn1c(=O)c(C(=O)Nc2ccccc2)c(O)c2ccccc21,-5%,-6%,-2,-18%,10%,2%,-0.1,7%,1%
Cc1cccc(C)c1Nc1c(-c2ccc(N3CCOCC3)cc2)nc2ncccn12,4%,2%,0,36%&15%,10%&-25%,0%,-2.0,-23%,9%
Cc1ccc(-n2nc3c(c2NC(=O)c2ccc4c(c2)OCO4)CS(=O)(=O)C3)cc1,-3%[57.1 µM],15%,0,22%,12%,-11%,17,1%,4%
O=S(=O)(c1ccc2ccccc2c1)N1CCCCCC1,3%[57.1 µM],-25%,0,4%,-8%,-13%,-0.5,13%,3%
CCCC(=O)Nc1cc2c(cc1C(C)=O)OCCO2,14%,-3%,-8,-3%,-3%,2%,-0.2,0%,-5%
O=C(C1CCCN(S(=O)(=O)c2cccnc2)C1)N1CCN(c2ccccn2)CC1 (stereo not given),3%,-10%,1,-22%,12%,-8%,-3.2,2%,1%
O=C1CCC(C(=O)NC2(C(=O)NC3CCCCC3)CCCCC2)N1 (stereo not given),0%,10%,2,13%,3%,-1%,3.2,-3%,-9%
COc1ccc(-c2cnnc(N/N=C/c3ccc(-c4ccc([N+](=O)[O-])cc4)o3)n2)cc1,-11%,-1%,-20,11%,-23%,1%,-0.2,4%,0%
CCN(CC(=O)Nc1ccc(NC(C)=O)cc1)C(=O)c1ccc(COc2ccccc2)o1,13%,-15%,2,0%,-15%,-2%,0.2,-7%,-2%
CC1(C)Cc2c(sc(NC(=O)C(=O)NCC3CCCO3)c2C(=O)O)CO1 (stereo not given),0%,-8%,4,-8%,-4%,-7%,0.1,10%,-5%
CCOC(=O)C1(CC2CCCCO2)CCN(Cc2cc(F)ccc2-n2cccn2)CC1 (stereo not given),9%,3%,-5,8%,9%,0%,0.0,-3%,0%
S=C(NCCc1ccccc1)N1CCCCC1,6%,-6%,5,-5%,?,0%,-0.5,-7%,-4%
O=c1oc(-c2cccc([N+](=O)[O-])c2)nc2ccccc12,?,1%,-11,15%,-16%,?,0.9,0%,-11%
COC(C(=O)N/N=C/c1ccc(OCC(=O)N2CCOCC2)cc1)c1ccccc1 (stereo not given),7%,6%,0,25%,-1%,0%,0.4,2%,-1%
Cc1ccccc1NCc1nc2ccccc2n1C,-6%,0%,-4,-3%,-12%,0%,-0.3,-6%,-12%
COc1ccc(NC(=S)NC(=O)c2ccccc2Cl)cc1,4%,-3%,-1,-36%,-17%,27µM*,-0.4,-3%,1%
Cc1nc(SCC(=O)NC(=O)NCc2ccco2)nc(C)c1C,-12%,-2%,-22,12%,18%,-6%,-0.6,9%,14%
Cn1c(=O)c2c(nc(N3CCOCC3)n2CC(=O)C23CC4CC(CC(C4)C2)C3)n(C)c1=O,1%,9%,.,19%,-4%,-5%,-1.2,-1%,3%
COc1ccc(OCc2cc(C(=O)N3CCSCC3)no2)c(Cl)c1,-11%,9%,7,6%,16%,0%,-7.4,3%,11%
